# Source: PubChem
# ERG-DNA inh: ERG Ets/DNA interaction inhibition; P11308; fluorescence polarization, His-ERG Ets domain / labelled DNA; Potency, µM (series often up to 76.9 µM), without a hit: top-dose FP activity, negative = inhibition, actives largely listed as inhibitors; 370,000 compounds, 0.028% hits; active = well fitted inhibition curve with a large enough effect in the polarisation, with a control signal flat; inconclusive = small, poorly fitted or top-dose-only effect, or effect the other way, or a change in a side signal; inactive = no such curve, though single readings can be large or run the other way; the % refers to the polarisation;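 also: polarization taken with two DNA probes labelled with fluorescein and Texas red; potency is read from the fitted curve at half-maximal effect; % of control where 0% means no effect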
#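 His-tagged ERG Ets domain (1 uM in the protein solution; 300mM KCl, 50mM Tris-HCl, 1mM EDTA, 1mM DTT, pH 7.5) received compound, then a probe mix of 5 nM fluorescein-DNA and 100nM Texas-615-DNA. Fluorescence polarization was read for both dyes.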
# GLS inhibitor: inhibitors of human glutaminase (GLS); GLS enzymatic activity, qHTS titration; 410,000 compounds, 0.21% hits; Potency, µM (highest dose often 45.5 µM), inactives show top-dose activity change, negative = inhibition, actives largely listed as inhibitors; AID 624170; also: potency is read from the fitted curve at half-maximal effect; % is scaled to controls: 0 for no effect and ±100 for the full control effect
# Target sequence (O94925 whole entry, looked up): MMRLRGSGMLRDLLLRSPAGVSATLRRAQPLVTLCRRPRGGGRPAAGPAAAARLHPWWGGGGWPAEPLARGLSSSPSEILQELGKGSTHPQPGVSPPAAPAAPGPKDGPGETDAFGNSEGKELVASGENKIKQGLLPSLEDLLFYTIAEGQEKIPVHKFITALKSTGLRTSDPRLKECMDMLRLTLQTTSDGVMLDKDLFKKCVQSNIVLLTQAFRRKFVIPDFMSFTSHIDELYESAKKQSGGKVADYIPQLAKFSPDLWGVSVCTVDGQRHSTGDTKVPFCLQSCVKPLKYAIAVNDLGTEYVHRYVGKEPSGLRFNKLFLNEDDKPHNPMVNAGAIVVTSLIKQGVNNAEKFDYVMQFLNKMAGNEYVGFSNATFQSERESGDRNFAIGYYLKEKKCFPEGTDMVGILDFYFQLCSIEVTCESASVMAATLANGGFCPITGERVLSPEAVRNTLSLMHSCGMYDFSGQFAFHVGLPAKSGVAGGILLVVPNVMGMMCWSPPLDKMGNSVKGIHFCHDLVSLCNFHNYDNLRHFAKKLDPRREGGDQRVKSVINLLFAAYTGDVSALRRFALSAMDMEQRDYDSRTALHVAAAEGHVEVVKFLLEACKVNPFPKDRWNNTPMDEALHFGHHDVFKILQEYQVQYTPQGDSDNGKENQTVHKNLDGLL
#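 Read-out is an Amplex red fluorescence increase coupled through glutamate oxidase and HRP, measured before and after 30 min room-temperature incubation. hKGA is in 45 mM KH2PO4 (pH 8.2) with 0.02% Tween-20; glutamine added as 1mM solution.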
# G9a inh: G9a (human) methyltransferase inhibition; Q96KQ7; G9a H3K9 monomethylation, AlphaScreen, 2 h; Potency, µM (doses to about 102 µM), without a hit: at the top dose activity, negative = inhibition, usual class: inhibitors; 350,000 compounds, 8.8% hits; AID 504332; also: potency is read from the fitted curve at half-maximal effect; % is scaled to controls: 0 for no effect and ±100 for the full control effect; nearly all actives have a fitted effect of over 75% in size
#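 AlphaScreen read-out: biotin-H3K9 peptide (500 nM) methylation by 20 nM enzyme with 20 uM SAM, 2 h at room temperature after 15 min compound preincubation; anti-monomethyl H3K9 antibody plus donor/acceptor beads, 10 min dark.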
# RGS4 inh: blocks human RGS4-accelerated GTP hydrolysis; Transcreener GDP fluorescence polarization, RGS4-accelerated GTP hydrolysis; Potency, µM (titrated, usually from 114 µM), inactives show at the top dose activity change, negative = inhibition, hits mostly inhibitors; 390,000 compounds, 0.039% hits; also: potency is read from the fitted curve at half-maximal effect; % is scaled to controls: 0 for no effect and ±100 for the full control effect; nearly all actives have a fitted effect of over 75% in size; some results filed as inactive show a strong effect at the top dose
# Target sequence (P49798 whole entry, looked up): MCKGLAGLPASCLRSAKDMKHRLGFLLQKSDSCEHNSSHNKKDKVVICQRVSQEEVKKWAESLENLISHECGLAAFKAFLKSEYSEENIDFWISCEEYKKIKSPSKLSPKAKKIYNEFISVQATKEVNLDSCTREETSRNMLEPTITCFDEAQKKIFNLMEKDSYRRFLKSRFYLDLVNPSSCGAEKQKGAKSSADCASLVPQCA
#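 MLSMR compounds (23 nl, pin-transferred) preincubated 10 min at room temperature with a 500nM (2x) first reagent, then RGS4 at 900nM (2x) plus Transcreener GDP mix added; fluorescence polarization (620/688 nm) read before and after 90 min at 30 °C.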
# BAZ2B block: blocks human BAZ2B. Q9UIF8. AlphaScreen BAZ2B-H3K14Ac peptide displacement. Potency, µM (doses to about 114 µM), for inactives: top-dose activity change, negative = inhibition, hits mostly inhibitors. 360,000 compounds, 4.4% hits; also: potency is read from the fitted curve at half-maximal effect; % is scaled to controls: 0 for no effect and ±100 for the full control effect; nearly all actives have a fitted effect of over 60% in size
#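 AlphaScreen displacement of biotin-H3(5-23)K14Ac peptide (50 nM final) from BAZ2B (50 nM final) in PBS pH 7.4, 0.01% Tween-20; complex preformed 30 min RT, then compounds (top 110 uM) 30 min RT, beads 20 min dark.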
# ALOX12 inh: blocks human arachidonate 12S-lipoxygenase; P18054; purified 12hLO, xylenol orange hydroperoxide absorbance; Potency, µM (top dose mostly 108 µM), for inactives: at the highest dose activity change, negative = inhibition, actives largely listed as inhibitors; 580,000 compounds, 1.1% hits; also: potency is read from the fitted curve at half-maximal effect; % is scaled to controls: 0 for no effect and ±100 for the full control effect
#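 Hydroperoxide product was detected by ferrous iron/xylenol orange as the 573 to 405 nm absorbance ratio. Arachidonic acid at 40 uM (final) was turned over for 30 min at room temperature by 150 nM human 12hLO, pH 7.0 Hepes buffer, after 15 min compound preincubation.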
# HP1b binding inh: HP1-beta chromodomain-methylated histone interaction inhibition | AID 540317 | AlphaScreen HP1-beta / biotin-H3K9me3 peptide binding | Potency, µM (titrated, usually from 114 µM), inactives show at the highest dose activity change, negative = inhibition, actives largely listed as inhibitors | 390,000 compounds, 0.56% hits; also: potency is read from the fitted curve at half-maximal effect; nearly all actives have a fitted effect of over 70% in size; inactives centre near 23
# Target sequence (P83916 whole entry, looked up): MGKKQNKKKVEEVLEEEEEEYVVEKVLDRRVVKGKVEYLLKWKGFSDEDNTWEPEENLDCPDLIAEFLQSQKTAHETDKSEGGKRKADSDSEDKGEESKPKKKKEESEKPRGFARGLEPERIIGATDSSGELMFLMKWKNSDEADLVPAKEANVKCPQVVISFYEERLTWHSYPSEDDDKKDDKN
#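 AlphaScreen: HP1-beta (50 nM) preformed 30 min with biotin-H3(1-18)K9me3 peptide (50 nM) in PBS pH 7.4, 0.01% Tween-20. Compound added for 30 min at RT, then streptavidin donor/nickel chelate acceptor beads (10 ug/mL) for 30 min.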
# JMJD2A Tudor inh: blocks the human JMJD2A Tudor domain; O75164; AlphaScreen JMJD2A-Tudor / H3K4me3 peptide binding; Potency, µM (highest dose often 114 µM), for inactives: at the highest dose activity change, negative = inhibition, hits mostly inhibitors; 390,000 compounds, 4.4% hits; AID 504339; also: potency is read from the fitted curve at half-maximal effect; % is scaled to controls: 0 for no effect and ±100 for the full control effect; nearly all actives have a fitted effect of over 50% in size
# PI4K2A inh: blocks human PI4K2A kinase activity | Q9BTU6 | purified PI4K2A, ADP-Glo luminescence, 1 h; stronger effect = lower value | activity change, negative = inhibition, % at 76.9 µM | 420,000 compounds, 0.13% hits; in the data active = activity change below about -50%; inconclusive = mostly about -30% to -49%;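 also: -100% = wells without enzyme as full effect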
#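 ADP-Glo luminescence measured ADP generated by PI4K2A enzyme (4 ug/mL before mixing) with 1.2 mM PI substrate (pre-mix) and 300 microM ATP (pre-mix). Tris pH7.5 buffer with MgCl2, Triton X-100; 1 h reaction at ambient temperature.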
# * hit, by the source's call; i = inactive; ? = inconclusive; / = no result given; [ ] = remark or other dose. Unless noted, calls follow the shape of the dose curve; as a rule, active = well fitted curve in the direction sought with a large enough effect; inconclusive = small, poorly fitted or top-dose-only effect, or another doubt; inactive = no such curve, though single readings can be large; an effect the other way counts as inactive or inconclusive. Some of the compounds tested; count on the stated rates, not on these rows.
ERG-DNA inh,GLS inhibitor,G9a inh,RGS4 inh,Structure,BAZ2B block,ALOX12 inh,HP1b binding inh,JMJD2A Tudor inh,PI4K2A inh
-1%,20%,7%[59 µM],2%[11.4 µM],CCCn1c(SCC(=O)NC2CCCCC2)nnc1-c1ccncc1,6%,-11%,-5%,-19%[11.4 µM],1
-3%,-1%,-10%,-29%,CN(C)c1ccc(/C=N/NC(N)=S)cc1[N+](=O)[O-],-19%,-7%,36%,-1%,0
-5%,-2%,-1%[59 µM],1%,COC(=O)c1ccn(C(=O)c2ccc(Cl)cc2)n1,-2%,-21%,17%,5%,-2
6%,-3%,-1%,-13%,COc1ccc(S(=O)(=O)N2CCC(C(=O)N3CCc4ccccc4C3)CC2)cc1,-6%,12%,30%,-8%,4
4%,5%,-30%,-21%,CC(C)N(Cc1cn(C)nc1-c1cccc(Cl)c1)Cc1nccn1C,-22%,-33%,19%,-13%,3
7%,-27%,2.5µM*,?,Cc1cc(C(=O)O)ccc1N=Cc1c(O)ccc2ccccc12,-7%,-20%,1%,?,0
2%,-4%,17%,-10%,COc1cc(OC)c(NC(=O)C2CCCN2C(=O)OCc2ccccc2)cc1Cl (stereo unspecified),-7%,7%,34%,1%,0
-2%,5%,18%[59 µM],-6%,COc1cccc(NC(=O)c2cc(CN3C(=O)c4ccccc4C3=O)ccc2OC)c1,5%,-18%,27%,-22%,1
1%,2%,24%,16%,CCOc1ccc(NC(=O)NCc2ccc3c(c2)OCO3)cc1,-36%,4%,36%,-11%,1
3%,-12%,-32%[12.7 µM],-36%,O=C(Oc1ccc(-c2nc(-c3ccccn3)no2)cc1)c1ccccc1,5%,?,15%,-11%,-59*
-3%,4%,-23%,-13%,NC(=S)Nc1cccc2cn[nH]c12,3%,?,20%,-10%,-1
8%,1%,4%,-22%,Cc1c(NC(=O)CSc2ncnc3c2cnn3-c2ccccc2)c(=O)n(-c2ccccc2)n1C,6%,1%,16%,1%,5
-5%,7%,?,-23%,COc1ccc(-c2ccc(CCC(=O)O)n2-c2ccc(Cl)cc2C)cc1,?,?,2%,?,0
4%,-9%,7%[0.501 µM],-8%,COc1ccc(CC(=O)OCC(=O)NC2CCCCC2)cc1,4%,386%[activator],51%[activator],-5%,0
-14%,3%,?,2%,C/C(=N\Nc1cc(C)nc(NCc2ccccc2)n1)c1ccc([N+](=O)[O-])cc1,-6%,12%,37%,-7%,1
-4%,11%,?,-1%,CCc1nc(SCC(=O)Nc2c(C)n(C)n(-c3ccccc3)c2=O)n[nH]1,10%,-3%,18%,-19%,-1
-11%,-10%,-37%[59 µM],0%,CC(C)CC(=O)Nc1ccc2nc(SCC(=O)N3CCOCC3)sc2c1,-6%,-2%,39%[activator],-8%,-9
12%,1%,-32%[59 µM],-12%,COc1cc(NC(=O)c2nc3ccccc3nc2C)cc(OC)c1OC,-18%,-4%,14%,-18%,-8
4%,-16%,6%[59 µM],-24%,O=C(c1cccc(F)c1)N1CCN(C(=O)C2CC2)CC1,4%,0%,59%[activator],-1%,0
/,-8%,-45%[0.501 µM],-36%,CCN(CC)C(=O)c1sc2[nH]c(=S)n(-c3ccccc3)c(=O)c2c1C,?,?,25%,?,-18
-7%,-5%,23%,15%,COc1ccc(CCNC(=O)C2CCN(S(=O)(=O)c3ccc(NC(C)=O)cc3)CC2)cc1OC,4%,0%,18%,-16%,6
-2%,-8%,7%,20%,CCCCOc1ccc(C(=O)NCCc2ccccc2)cc1,-35%,0%,43%[activator],7%,-3
7%,2%,-3%,37%,CC(C)(C)c1ccc(CCC2OCC(CN3CCOCC3)O2)cc1 (stereo unspecified),-2%,96%[activator],-16%,-26%,-7
-3%,1%,4%[12.7 µM],-17%,O=C(CCNS(=O)(=O)c1ccc2c(c1)CCC(=O)N2)NCc1ccc2c(c1)OCO2,-5%,6%,21%,-2%,2

# Given bar-delimited: part of the list above.
Structure | ERG-DNA inh | GLS inhibitor | G9a inh | RGS4 inh | BAZ2B block | ALOX12 inh | HP1b binding inh | JMJD2A Tudor inh | PI4K2A inh
COc1ccc(-c2ccc(CCC(=O)O)n2-c2ccc(Cl)cc2C)cc1 | -5% | 7% | ? | -23% | ? | ? | 2% | ? | 0
COc1ccc(CC(=O)OCC(=O)NC2CCCCC2)cc1 | 4% | -9% | 7%[0.501 µM] | -8% | 4% | 386%[activator] | 51%[activator] | -5% | 0
C/C(=N\Nc1cc(C)nc(NCc2ccccc2)n1)c1ccc([N+](=O)[O-])cc1 | -14% | 3% | ? | 2% | -6% | 12% | 37% | -7% | 1
CCc1nc(SCC(=O)Nc2c(C)n(C)n(-c3ccccc3)c2=O)n[nH]1 | -4% | 11% | ? | -1% | 10% | -3% | 18% | -19% | -1

# Later entries:
ERG-DNA inh,GLS inhibitor,G9a inh,RGS4 inh,Structure,BAZ2B block,ALOX12 inh,HP1b binding inh,JMJD2A Tudor inh,PI4K2A inh
-2%,-3%,65%[activator],11%,Cc1ccc(S(=O)(=O)N2CCN=C2SC(C)c2ccccc2)cc1 (stereo unspecified),24%,2%,96%[activator],36%[activator],-1
-6%,5%,/,-3%,O=C(NN=Cc1ccc(F)cc1)c1cccc(S(=O)(=O)N2CCCC2)c1,/,16µM*,15%,-12%,5
2%,2%,16%[59 µM],-12%,COc1cnc(N(C)C)nc1Sc1ccc(Cl)cc1,12%,-18%,43%[activator],29%,3
18%,-6%,/,-19%,O=S(=O)(NCCc1nc2ccccc2[nH]1)c1ccccc1,/,1%,23%[57 µM],-17%,-1
3%,13%,25%,0%,c1ccc(Oc2ccc3ccccc3n2)cc1,80%[activator],?,50%[activator],24%,-19
-3%,-5%,3%[59 µM],-7%,Cc1cc(NC(=O)Nc2cccc(Cl)c2)n(-c2ccccc2)n1,-4%,0%,26%,-14%,3
10%,22%,-11%[59 µM],-15%,COc1ccc(Sc2ccccc2CN(C)C)cc1OC,-3%,8%,53%[activator],-10%,3
-9%,0%,2%,0%,COC(=O)c1cc(-c2cccs2)nn1-c1ccccc1,1%,-21%,50%[activator],-9%,4
10%,-6%,3%,15%,COc1ccc(NC(=O)NNC(=O)COc2cc(C)c(Cl)c(C)c2)c(OC)c1,-2%,i,27%,-14%,1
10%,0%,-5%,-29%,O=C(CN1CCCCCC1)Nc1ccc(Cl)cc1F,-10%,1%,55%[activator],-9%,2
-9%,-2%,/,-1%[11.4 µM],CCC(C(=O)NC1CCCCC1)n1c2ccccc2c2nc(=O)cc(C)n21 (stereo unspecified),-11%,-4%,44%[activator],0%,0
7%,12%,1%[59 µM],-23%,CC1=C(C(=O)Nc2cccc(Cl)c2C)C2(CCCCCC2)OC1=O,-10%,-2%,24%,-9%,1
/,5%,6%[12.7 µM],5%,Cc1ccc(/C=C/c2nnc(-c3cccc(C)c3)o2)cc1,0%,6%[57.4 µM],22%,15%,0
-7%,6%,-21%,4%,Cc1ccc(OCCC(=O)OC(C)C(=O)Nc2c(C)n(C)n(-c3ccccc3)c2=O)cc1 (stereo unspecified),-2%,6%,9%,-9%,-1
2%,-5%,5%[12.7 µM],-5%,O=C(CSc1nnc2ncccn12)N1CCCCCC1,6%,3%,27%,-11%,7
-4%,12%,1%[59 µM],6%,CC(C)CN=C(NS(=O)(=O)c1ccccc1)C(Cl)(Cl)Cl,-1%,-7%,45%[activator],0%,-9
-1%,-3%,4%[12.7 µM],19%,Cc1cc(=O)oc2cc(OCc3ccc(S(=O)(=O)N4CCOCC4)cc3)ccc12,8%,7%,13%,-12%,3
6%,21%,27%,-6%,CCCNNC(=O)C(O)(c1ccccc1)c1ccccc1,1%,11%,24%,-15%,-8
2%,3%,-1%,10%,Cc1ccc(-c2nn(CCC(=O)NN3CCOCC3)c(=O)c3ccccc23)cc1,-15%,44%[activator],41%[activator],-5%,3
11%,8%,-8%,-31%,O=C(NC1CCCC1)C1CCCN(S(=O)(=O)c2ccc(F)cc2)C1 (stereo unspecified),-2%,-13%,14%,-5%,3

# Three compounds out of the list above, sorted by the value under BAZ2B block, smallest number first:
SMILES	ERG-DNA inh	GLS inhibitor	G9a inh	RGS4 inh	BAZ2B block	ALOX12 inh	HP1b binding inh	JMJD2A Tudor inh	PI4K2A inh
Cc1ccc(-c2nn(CCC(=O)NN3CCOCC3)c(=O)c3ccccc23)cc1	2%	3%	-1%	10%	-15%	44%[activator]	41%[activator]	-5%	3
O=C(NC1CCCC1)C1CCCN(S(=O)(=O)c2ccc(F)cc2)C1 (stereo unspecified)	11%	8%	-8%	-31%	-2%	-13%	14%	-5%	3
Cc1cc(=O)oc2cc(OCc3ccc(S(=O)(=O)N4CCOCC4)cc3)ccc12	-1%	-3%	4%[12.7 µM]	19%	8%	7%	13%	-12%	3
